KCNH2 WT inh: inhibitors of human wildtype KCNH2 potassium channel | Q12809 | activity change, % at 1.84 µM | actives 0.37% (n = 340,000) | U2OS, BacMam KCNH2, thallium flux FluxOr; active compounds read low;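 active means maximum activity change below -70%; inconclusive means maximum activity change between -70% and -50%; inactive means maximum activity change above -50%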
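U2OS cells transduced with wild-type KCNH2 virus are loaded with FluxOr dye for 45 min, and thallium flux is measured in kinetic reads before and after stimulation buffer. Rate constants are normalized to DMSO controls.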
PKM2 act: PKM2 (human) enzyme activation; P14618; purified PKM2, Kinase-Glo ATP luminescence, activation; response scale: 0% is enzyme alone, no compound; Potency, µM (highest dose often 57.5 µM), for inactives: top-dose activation, hits mostly activators; actives 0.34% (n = 260,000); further: potency means the concentration at half of the fitted maximal effect; nearly all actives have a fitted effect of over 55% in size
Target sequence (P14618 whole entry, looked up): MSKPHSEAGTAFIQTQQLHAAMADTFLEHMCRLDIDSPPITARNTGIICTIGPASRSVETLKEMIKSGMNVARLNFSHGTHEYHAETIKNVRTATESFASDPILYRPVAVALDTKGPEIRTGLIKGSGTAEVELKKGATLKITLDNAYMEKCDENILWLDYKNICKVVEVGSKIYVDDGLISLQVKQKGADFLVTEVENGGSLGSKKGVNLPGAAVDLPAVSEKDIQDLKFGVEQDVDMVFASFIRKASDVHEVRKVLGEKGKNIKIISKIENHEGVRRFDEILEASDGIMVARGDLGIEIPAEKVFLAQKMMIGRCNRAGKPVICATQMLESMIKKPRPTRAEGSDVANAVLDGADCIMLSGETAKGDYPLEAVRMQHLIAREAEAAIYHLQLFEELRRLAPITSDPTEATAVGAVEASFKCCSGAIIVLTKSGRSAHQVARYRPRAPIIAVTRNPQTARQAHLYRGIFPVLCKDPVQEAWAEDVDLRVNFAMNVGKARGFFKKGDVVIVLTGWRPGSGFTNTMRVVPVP
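Purified hPK-M2 (>95%) run at intermediate activity with 0.1 mM ADP and 0.5 mM PEP in 50 mM imidazole pH 7.2, KCl, MgCl2; 1 h room temperature. ATP formed read by Kinase-Glo luminescence; normalized to uninhibited and no-enzyme controls.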
BCR signal inh: inhibitors of chronic active B-cell receptor signaling; AID 493014; actives 0.05% (n = 340,000); Potency, µM (doses to about 46.1 µM), for inactives: at the highest dose ratio change, negative = lower green/red ratio, usual class: inhibitors; ABC-DLBCL IkBa-CBG/CBR reporter, luminescence ratio, 4 h; active means well fitted inhibition curve with a large enough effect in the signal ratio, with a control signal flat, not every such curve was filed as active; inconclusive means small, poorly fitted or top-dose-only effect, or effect the other way, or a change in a side signal; the % refers to the signal ratio;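 further: potency means the concentration at half of the fitted maximal effect; plate controls were basal doxycycline-induced cells for no effect and cells given 10 µM MG132 for full effect; MG132 reads +100%, hits lower the ratio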
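TMD8 human ABC-DLBCL cells with doxycycline-inducible IκBα–green luciferase fusion and unfused red luciferase, in 0.5% FBS medium; compounds up to 46 uM, 4 h at 37C. Green/red luminescence ratio, filter-overlap corrected, fitted to concentration-response curves.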
uPA surface inh: blocks generation of uPA at the cell surface; cell surface uPA generation assay, qHTS; actives 0.31% (n = 330,000); Potency, µM (series often up to 38.3 µM), for the others: top-dose activity change, negative = inhibition, hits mostly inhibitors; active means well fitted inhibition curve with a large enough effect; inconclusive means small, poorly fitted or top-dose-only effect; inactive means no such curve, though single readings can be large or run the other way; tested in mouse RAW 264.7 cells; further: potency means the concentration at half of the fitted maximal effect; nearly all actives have a fitted effect of over 55% in size
GALK inh: inhibitors of human galactokinase | Potency, µM (titrated, usually from 57.5 µM), for the others: at the highest dose activity change, negative = inhibition, hits mostly inhibitors | Purified GALK, Kinase-Glo residual ATP luminescence | P51570 | AID 1868 | actives 0.007% (n = 270,000); further: potency means the concentration at half of the fitted maximal effect
Target sequence (P51570 whole entry, looked up): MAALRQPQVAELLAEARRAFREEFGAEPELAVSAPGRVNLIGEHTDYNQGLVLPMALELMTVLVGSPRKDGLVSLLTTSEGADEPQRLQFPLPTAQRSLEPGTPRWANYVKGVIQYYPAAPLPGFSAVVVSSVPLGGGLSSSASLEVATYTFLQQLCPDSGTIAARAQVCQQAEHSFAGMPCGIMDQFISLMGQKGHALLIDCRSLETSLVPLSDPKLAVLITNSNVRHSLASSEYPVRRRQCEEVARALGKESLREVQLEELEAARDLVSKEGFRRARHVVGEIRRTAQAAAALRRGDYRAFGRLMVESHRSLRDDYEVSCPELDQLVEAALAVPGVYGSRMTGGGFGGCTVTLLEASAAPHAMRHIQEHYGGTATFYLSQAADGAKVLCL
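ATP-depletion format; final 35 uM ATP, 100 uM D-galactose, 5 nM enzyme; pH 8.0 HEPES/Mg2+ buffer; 60 min RT; luminescence read 10 min after detection reagent.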
Coupling enz: inhibits coupling enzyme system, counter-screen for aldolase hits. coupling enzyme system counterscreen, AmpLite Red fluorescence. actives 0.67% (n = 290,000). activity change, negative = inhibition, % at 58.2 µM, hits read low; in the data active means activity change below about -30%
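Activity here indicates interference with the coupling reaction, not aldolase inhibition. Compounds at 57.5 uM final met coupling enzymes for 10 min at RT; substrate and AmpLite Red detection followed, with a 525/598 nm fluorescence read after 20 min.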
Eya2 inh: inhibitors of human Eya2 phosphatase activity. O00167. Potency, µM (titrated, usually from 76.9 µM), for the others: at the highest dose activity, negative = inhibition, usual class: inhibitors. AID 488837. actives 0.006% (n = 330,000). recombinant Eya2, OMFP fluorescence dephosphorylation (OMFP is methylfluorescein phosphate); further: potency means the concentration at half of the fitted maximal effect
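Eya2 (0.2 uM) preincubated 10 min at ambient with compound, then OMFP substrate added at 50 uM; 10 min reaction in 50 mM HEPES pH 7.5, 50 mM NaCl, 5 uM MgCl2, 0.05% BSA, 1 mM DTT. Fluorescence read at Ex 485/Em 525 nm.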
KCNH2 3.1 block: KCNH2 3.1 (human) potassium channel inhibition | U2OS KCNH2 3.1, thallium flux FluxOr; active compounds read low | activity change, % (tested at about 1.8 µM) | actives 0.95% (n = 340,000);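 active means maximum activity change below -70%; inconclusive means maximum activity change from -70% to -50%; inactive means maximum activity change above -50%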;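 further: thallium influx rate constant from kinetic fluorescence after stimulation buffer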
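Measured as rate of thallium-driven FluxOr signal in transduced U2OS cells carrying the 3.1 channel, read kinetically for 2 min upon stimulation; values are rate constants scaled to DMSO control wells.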
USP2a inh: blocks human ubiquitin-specific protease USP2a; O75604; USP2 core, Ub-CHOP2 coupled fluorogenic reporter, 485/531; Potency, µM (titrated, usually from 38.3 µM), for the others: at the highest dose activity change, negative = inhibition, most hits filed as inhibitors; actives 0.01% (n = 330,000);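 further: potency means the concentration at half of the fitted maximal effect; plate controls were DMSO wells for no effect and full inhibition by NEM control for full effect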
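Deubiquitinase activity read as fluorescence (485/531 nm) after Ub-CHOP2 cleavage activates the enterokinase reporter on its substrate; USP2 core 10nM, Ub-CHOP2 and substrate 25nM each, 30min compound preincubation then 60min RT; data normalized to NEM, curves fitted.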
B2AR arrestin: recruits beta-arrestin to the human beta2-adrenergic receptor; Potency, µM (series often up to 46.1 µM), for inactives: at the highest dose activation, actives largely listed as activators; P07550; actives 0.02% (n = 330,000); beta-arrestin recruitment to beta2AR, cell-based reporter;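 further: potency means the concentration at half of the fitted maximal effect; 0% = DMSO controls and full agonism = EC100 isoproterenol or metaproterenol; nearly all actives have a fitted effect of over 65% in size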
Giardia kill: kills Giardia lamblia; Giardia lamblia trophozoite viability; activity change, % at 7.66 µM, hits read low; actives 0.15% (n = 340,000); in the data active means activity change below about -80%; inconclusive means between about -30% and that limit;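 further: parasites exposed to compound for two days anaerobically before the ATP read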
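Media and compound were dispensed first, then trophozoites at 100 cells/well; plates sat 48 hrs at 37 deg C without oxygen before ATP luminescence reagent was added and read after 15-30 min at room temperature.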
The depositor's hits bear a star; ? = inconclusive; · = no result given; & = joins results of further samples; [ ] = another dose, or the depositor's remark. Unless noted, the call rests on the fitted dose curve; in most records, active means well fitted curve in the direction sought with a large enough effect; inconclusive means small, poorly fitted or top-dose-only effect, or another doubt; inactive means no such curve, though single readings can be large; an effect the other way counts as inactive or inconclusive. Unless noted, on the % scale 0 is the no-effect control and ±100 the full control effect.

No. | molecule | KCNH2 WT inh | PKM2 act | BCR signal inh | uPA surface inh | GALK inh | Coupling enz | Eya2 inh | KCNH2 3.1 block | USP2a inh | B2AR arrestin | Giardia kill
1 | C/C(=N/NC(=O)c1ccc(Br)o1)c1ccc(C)o1 | 11 | 12% | -12% | -2% | 3% | -6 | 2% | -3 | 5% | 0.1% | 1
2 | Cc1ccc(OCCCC(=O)Nc2ccc(S(=O)(=O)Nc3cc(C)on3)cc2)cc1 | 3 | -2% | -2% | -2% | 4% | 5 | 14% | -18 | -1% | -0.6% | -3
3 | COC(=O)c1[nH]c2cccc(OC)c2c1NC(=O)CCN1CCN(c2ccccc2F)CC1 | · | 4% | ? | · | -1% | -1 | 19% | · | 4% | 0.2% | ·
4 | O=[N+]([O-])c1cccc(S(=O)(=O)N2CCCCC2c2cccnc2)c1 (configuration not stated) | 1 | -2% | 1% | -1% | · | -1 | 6% | -2 | 0% | -0.5% | -13
5 | COc1ccc(-c2nnc(SCc3ccccc3F)o2)cc1OC | -8 | 0% | ? | -4% | 5% | 0 | -17% | -13 | 0% | 0.3% | 6
6 | O=C(Cc1ccccc1)c1c[nH]c(C(=O)NCc2ccncc2)c1 | 6 | -2% | 1% | 4% | -2% | 2 | 0% | -20 | 5% | -0.2% | -7
7 | OC(CNC1CCCc2ccccc21)COc1ccc2ccccc2c1 (configuration not stated) | -4 | 0% | -6% | 0% | 2% | 0 | -6% | 2 | 5% | -0.4% | 1
8 | CCN1CCN(S(=O)(=O)c2ccc(S(=O)(=O)NC3CC3)cc2)CC1 | -5 | · | 0% | -1% | -2% | 2 | 14% | 0 | 2% | 0.0% | 3
9 | Cc1ccn(S(=O)(=O)c2ccc3oc(=O)ccc3c2)n1 | 0 | 10µM* | -7% | 5% | -1% | -2 | -5% | 13 | 2% | 0.3% | 6
10 | COc1ccc(C)cc1NC(=O)CCS(=O)(=O)c1cc2c(cc1Cl)NC(=O)CO2 | 3 | · | -1% | 5% | -5% | 3 | 0% | 11 | 2% | -1.8% | -18
11 | COC(=O)c1ccc(N2CCN(C)CC2)c(NC(=O)COc2cccc(C)c2)c1 | 7 | -2% | 2% | -2% | 1% | 1 | 2% | 4 | -1% | -0.2% | 12
12 | COc1ccc(N(CC(=O)N/N=C/c2ccco2)S(=O)(=O)c2ccccc2)cc1Cl | -12 | 1% | 4% | -13% | 8% | 1 | -27% | -18 | 1% | 5.6% | 7
13 | CC(=O)Oc1ccccc1C(=O)Oc1ccccc1C(=O)O | -3 | · | 6% | -7% | · | -1&2 | 13% | -9 | 2% | -0.3% | 36[activator]
14 | CCC(O)(C#CCN1CCCCC1)CC | 9 | 1% | -1% | -11% | · | 0 | 0% | 6 | 1% | -0.7% | 7
15 | NC1=NC(c2ccc(Cl)cc2)N(c2ccc(S(N)(=O)=O)cc2)C(N)=N1 (configuration not stated) | -4 | -2% | 0% | ? | -4% | 3 | 3% | 10 | 4% | 0.7% | 1
16 | COc1ccc(CNC(=O)CN2CCN(S(=O)(=O)c3ccccc3)CC2)cc1 | 31 | · | 1% | 16% | · | · | 12% | 11 | 1% | -0.3% | 3
17 | COCCn1c(-c2cc(OC)c(OC)c(OC)c2)nc2oc3ccccc3c(=O)c2c1=O | -5 | -7% | -3% | -11% | -2% | 4 | -3% | 0 | 1% | -1.4% | -2
18 | COc1ccc(C)cc1NC(=O)COC(C)=O | 5 | -9% | 1% | 0% | -1% | -10 | 5% | 1 | 3% | 2.9% | 4
19 | CN(C)CCCN(C(=O)c1ccco1)c1nc2c(F)cccc2s1 | 24 | 4% | 11% | -18% | 2% | 3 | -2% | -7 | 2% | 0.0% | 9
20 | Cc1ccc(-n2nc3c(c2NC(=O)c2ccc(F)c(F)c2)CS(=O)(=O)C3)cc1 | 5 | 0% | 0% | ? | -4% | 1 | 0% | -32 | 2% | 0.5% | -13
21 | COc1ccc(Cn2nnnc2CN2CCN(c3ccc(OC)cc3)CC2)cc1 | 1 | ? | ? | -2% | 1% | 5 | 10% | -5 | 0% | -0.5% | 9
22 | CC(=O)c1c(C)[nH]c(C(=O)NNC(=O)COc2cc(C)ccc2C(C)C)c1C | 7 | · | 0% | 8% | · | · | 1% | -22 | 0% | -0.5% | -19
23 | CCCCCOc1ccc(C(=O)OCC(=O)Nc2cc(C)on2)cc1 | 6 | · | 8% | -11% | · | · | -9% | 0 | 0% | 0.5% | -3
24 | CC(=O)Nc1cccc(/C(C)=N/NC(=O)c2cccc(S(=O)(=O)N3CCOCC3)c2)c1 | -11 | 0% | -5% | -1% | -1% | 0 | -5% | 6 | -3% | 0.0% | 2
25 | Cc1ccc(S(=O)(=O)N2CCCC(c3nc(-c4ccc(C)o4)no3)C2)cc1 (configuration not stated) | -2 | 6% | ? | 8% | 0% | 6 | -4% | -24 | -2% | -0.2% | -13
26 | CCOC(=O)C1CCN(c2cc3c(cc2NC(=O)c2ccccc2OCC)n(C)c(=O)n3C)CC1 | -14 | · | -1% | -14% | -6% | 2 | -14% | -10 | -1% | -1.5% | 21
27 | Cc1ccc(CN2C(=O)C(Cc3ccccc3)Nc3ncnc(N4CCN(c5ccccc5)CC4)c32)cc1 (configuration not stated) | 1 | · | 0% | ? | · | · | 5% | -15 | -2% | 0.0% | -13
28 | Cc1ccc2[nH]c(C)c(CCNC(=O)c3c(N)no[n+]3[O-])c2c1 | -1 | -2% | -12% | -15% | 3% | 0 | 5% | -8 | 1% | -0.3% | -15
29 | CSc1ccc(CCNC(=O)CCc2nnc3ccc(N4CCCC4)nn23)cc1 | -3 | 2% | 8% | 4% | · | 0 | -6% | 3 | 0% | 0.3% | 2
30 | S=C(N=Nc1ccccc1)NNc1ccccc1 | -5 | -1% | ? | -9% | · | -2 | -16% | 1 | 0% | 3.3% | -18
31 | Cn1ncc(Cl)c1C(=O)N1CCCc2ccccc21 | -11 | -4% | -21% | 12% | 0% | 0 | 5% | 0 | 2% | -0.1% | -6
32 | CCCOc1cccc(C2/C(=C(\O)c3ccc4c(c3)OCCO4)C(=O)C(=O)N2CCCn2ccnc2)c1 (configuration not stated) | -2 | · | 0% | 4% | -5% | · | 2% | -7 | 1% | -0.1% | 24
33 | CN1C(=O)[C@@H]2[C@H](C1=O)[C@@H]1C(=O)Nc3ccccc3C(=O)N1[C@@H]2c1cccc(Br)c1 | 7 | · | -1% | 7% | · | · | 10% | -8 | 1% | -0.1% | 8
34 | COc1ccc(NC(=O)c2cc3ccccc3o2)cc1S(=O)(=O)N1CCCCC1 | -4 | · | 5% | -9% | · | · | -20% | -5 | -1% | -0.1% | 6
35 | COc1ccc(CCn2c(C)cc(C(=O)CN3C(=O)C(=O)N(Cc4ccco4)C3=O)c2C)cc1 | -9 | · | 9% | ? | · | · | 14% | -12 | -1% | -0.3% | -15
36 | Cc1ccc(NC(=O)C2CCCN(S(=O)(=O)c3cccnc3)C2)cc1C (configuration not stated) | 28 | · | 0% | 9% | 0% | · | -5% | -14 | 2% | 0.0% | 7
37 | Cc1ccc(C(=O)CN2C(=O)NC3(CCc4ccccc43)C2=O)s1 (configuration not stated) | -12 | · | 0% | 2% | · | · | -17% | 6 | -2% | 0.4% | -2
38 | O=c1[nH]c(C2CCN(S(=O)(=O)c3ccc4c(c3)OCCO4)CC2)nc2c1nnn2Cc1cccc(F)c1 | 3 | · | ? | 3% | -1% | 6 | -14% | -21 | -13% | -0.1% | 4
39 | O=C(O)CCCn1c(=S)[nH]c2c(sc3ccc([N+](=O)[O-])cc32)c1=O | -22 | -28% | ? | 23% | -7% | 6 | 11% | 9 | 1% | 0.1% | 3
40 | Cc1cccc(N(Cc2ccccc2)C(=O)c2cccc(S(=O)(=O)N3CC(C)OC(C)C3)c2)c1 (configuration not stated) | -2 | · | ? | -12% | · | · | -6% | -5 | 4% | 0.3% | 18
41 | COC(=O)c1ccc(NC(=O)c2cccc(NC(=O)c3ccco3)c2)cc1 | -5 | 0%[11.5 µM] | ? | -4% | -2% | -2 | -12% | 11 | 3% | -0.8% | 5
42 | COc1ccc(NC(=S)NC(NC(=O)C(C)C)C(Cl)(Cl)Cl)c([N+](=O)[O-])c1 (configuration not stated) | -6 | -4% | -4% | 0% | 3% | 0 | 8% | 15 | -1% | 0.1% | 10
43 | CCN(CC)CCC(=O)Nc1ccc2c(c1)N(C(=O)CN(CC)CC)c1ccccc1CC2 | -12 | -1% | ? | 5% | · | -4 | -7% | -19 | 3% | -0.1% | 1
44 | Cc1ccc(NC(=S)NNC(=O)c2ccccc2OC(F)F)cc1 | -10 | -5% | -3% | -22% | 3% | 7 | -21% | 5 | -5% | -0.6% | 2

Source: PubChem (National Center for Advancing Translational Sciences (NCATS))
